Compound activity (PubChem BioAssay)
mcGAS lum: cyclic GMP-AMP synthase inhibitors, mouse, primary biochemical chemiluminescence | inhibition, % at 12.5 µM | recombinant cGAS, Kinase-Glo ATP depletion luminescence | AID 1259399, 2018 | 160,000 tested, 0.15% active | Q8C6L5;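 note: 0% = negative control wells and 100% = reference inhibitor with no enzyme activity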
NPYLR7 ag: agonists of mosquito NPYLR7 receptor, primary screen, cell-based, Aedes aegypti, calcium fluorescence, mosquito biting behavior; Aedes aegypti neuropeptide Y-like receptor 7 (NPYLR7); HEK293T NPYLR7/Galpha15, GCaMP6s calcium fluorescence; activation, % at 10 µM; 270,000 tested, 0.15% active; in the data active = activation above about 40%;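 note: 0% = vehicle and 100% = reference agonist at the receptor; some compounds past the cut are filed as inactive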
hcGAS inh: Primary biochemical luminescence assay for human cyclic GMP-AMP synthase inhibitors | Q8N884 | recombinant h-cGAS, ATP depletion, Kinase-Glo luminescence | inhibition, % at 12.5 µM | 290,000 tested, 0.081% active | AID 1259398, 2018;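 note: 0% = vehicle reaction and 100% = reaction without DNA for no activity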
Target sequence (Q8N884 whole entry, looked up): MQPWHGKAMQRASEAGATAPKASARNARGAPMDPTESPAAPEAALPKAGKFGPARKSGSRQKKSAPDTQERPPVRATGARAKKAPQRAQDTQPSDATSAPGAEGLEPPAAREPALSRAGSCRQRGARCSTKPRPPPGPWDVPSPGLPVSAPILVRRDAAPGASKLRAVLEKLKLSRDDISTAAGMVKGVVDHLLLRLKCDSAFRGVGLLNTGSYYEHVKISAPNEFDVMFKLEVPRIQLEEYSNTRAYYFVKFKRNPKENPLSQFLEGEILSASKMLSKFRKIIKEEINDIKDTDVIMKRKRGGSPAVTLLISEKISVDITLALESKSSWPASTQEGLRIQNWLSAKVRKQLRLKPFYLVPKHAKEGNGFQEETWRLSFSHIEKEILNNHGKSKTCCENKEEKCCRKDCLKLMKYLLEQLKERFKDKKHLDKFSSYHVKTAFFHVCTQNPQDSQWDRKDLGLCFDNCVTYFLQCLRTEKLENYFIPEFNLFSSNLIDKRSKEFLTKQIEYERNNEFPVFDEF
The depositor's hits bear a star; / = not tested or not shown; & = joins results of further samples. Cut-off read from the data, not from the text of the source, unless noted: active = inhibition above about 40%; inactive = the rest.

cpd	SMILES	mcGAS lum	NPYLR7 ag	hcGAS inh
1	COCCNC(=O)c1c(O)nc2sccn2c1=O	-7	-1	-8
2	Clc1ccc(Cc2nc(CSCc3cccs3)cs2)cc1Cl	-6	2	-5
3	Cc1ccnc(-c2ccc(NCC(=O)N(C)Cc3ccco3)cc2)n1	/	-1	-10
4	COC(=O)[C@@H]1C[C@H](NC(=O)CCNC(=O)c2ccc(F)cc2)CN1C	/	7	-5
5	CCOC(=O)N1CCOCCOCCOCCOCC1	-2	/	2
6	Cc1ccc(CNC(=O)c2ccc(-c3cc(-c4ccc(Cl)cc4Cl)[nH]n3)cc2)o1	-3	/	-1
7	O=C1CCC(C(=O)Nc2ccc(CN3CCc4ccccc43)cc2)CN1 (centres undefined)	/	2	5
8	COC(=O)c1oc2ccccc2c1CNc1cccc(C#N)c1	/	5	9
9	CCOC(=O)C1=C(C)NC(=S)NC1c1cccc([N+](=O)[O-])c1 (centres undefined)	-6	1	-8
10	CCOc1cccc2cc(-c3csc(Nc4ccccc4F)n3)c(=O)oc12	/	-2	0
11	C=CCN1CC(C(=O)N2CCN(c3nc(C)cc(C)n3)CC2)CC1=O (centres undefined)	/	13	-3
12	CCOc1ccc2oc(C)c(C(=O)NCC3CCN(C)C3)c2c1 (centres undefined)	/	-4	-2
13	CCc1nc2c(OCc3ccc(OC)cc3)cccn2c1N(C)C(=O)c1ccc(OC)cc1	1	21	4
14	O=S(=O)(c1ccc(F)cc1F)N1CCC(n2cc(CCCO)nn2)CC1	/	1	-2
15	O=C(NCCc1cscn1)[C@H]1CCCC[C@H]1C(=O)N1CCCC1	-6	/	-14
16	CC(C)NC1CC(=O)N(Cc2ccccc2C(F)(F)F)C1 (centres undefined)	/	5	-2
17	CCCOCCN1CCN(C(=O)c2cnn3ccn(C)c23)CC1	-15	4	-2
18	CCCN1C(=O)Oc2ccccc2C1c1ccc(O)cc1 (centres undefined)	-7	-1	-7
19	CC(C)Cn1ccc2cc(NC(=O)NCC(C)CC3(C)OCCO3)ccc21 (centres undefined)	/	14	-11
20	NS(=O)(=O)c1cccnc1NC1CCc2ccccc21 (centres undefined)	/	2	0
21	Cc1noc(-c2ccc3c(c2)OCO3)c1C(=O)NCc1ccccn1	-4	12	-6
22	CC1(C)Cc2ccccc2-c2nc(CN3CCCC3)[nH]c(=O)c21	/	-8	3
23	O=C(C(=O)N1CCc2[nH]nc(-c3cccc(F)c3)c2C1)c1ccco1	/	21	-6
24	O=C1[C@@H]2C[C@H](O)CCN2C(=O)CN1Cc1cccc2[nH]ccc12	-10	-10	-2
25	CC1CC(C)CN(C(=O)CN2C(=O)NC(C)(c3cc4ccccc4o3)C2=O)C1 (centres undefined)	/	1	-8
26	CC(C)(C)c1cc2nc(C(=O)NCc3ccc4c(c3)OCO4)cc(-c3ccccc3F)n2n1	-5&-2	16&-15	-2&0
27	COCCN1CCCC(O)(CN(C)Cc2ccc3nonc3c2)C1=O (centres undefined)	/	1	-12
28	C=CCNC(=O)CSc1nc(O)cc(=O)[nH]1	-3	17	-6
29	Cc1ccc(-c2cnn3c(Cl)cc(C(C)(C)C)nc23)cc1	-4	-6	-2
30	CCOC(=O)C1=C(CCl)NC(=O)NC1c1ccccc1OC(F)F (centres undefined)	/	-6	2
31	O=C(C(c1ccccc1)n1cccc1)N1CCN(c2ncccn2)CC1 (centres undefined)	/	4	-6
32	C=CCOC(=O)C1=C(C)NC(=O)NC1c1cccc([N+](=O)[O-])c1 (centres undefined)	/	4	-1
33	CC(CCc1ccccc1)NC(=O)c1cc2n(n1)CCN(Cc1ccccc1)C2=O (centres undefined)	0	10	1
34	CC(C)Sc1cc(NCCCO)c([N+](=O)[O-])c2nonc12	/	-1	4
35	CCS(=O)(=O)N1CCC(NCc2c(C)nn(C)c2Cl)CC1	/	5	-7
36	CC(C)(C)c1ccc2c(c1)CC(CNC(=O)c1ccc(Cl)cc1Cl)O2 (centres undefined)	/	-11	3
37	Cc1nc(NCCN(C)CCc2ccccc2)c2cnn(C)c2n1	/	9	-8
38	Cc1cccc(OCCS(=O)C(C)C(=O)Nc2ccc(C(C)(C)C)cc2)c1 (centres undefined)	/	9	-5
39	Cc1c(C)n2c3c(=O)n(C)c(=O)n(C)c3nc2n1CCC(C)C	/	-2	-7
40	NCC1CN(Cc2cc(C#CCO)cs2)CCO1 (centres undefined)	-13	-1	-1
41	COc1cc(/C=C2N=C(/C=C/c3cccc(Cl)c3Cl)OC/2=O)ccc1OC(C)=O	/	-2	-5
42	O=C(c1cccc(C(F)(F)F)c1)C1CCCN(Cc2cccc3nonc23)C1 (centres undefined)	-8	11	-4
43	O=C(NC1CCCc2nc(-c3ccccc3)ncc21)c1cc[n+]([O-])cc1 (centres undefined)	/	14	-8
44	CC1CCC(N2CC(=O)N(CCCN(C)C)C(c3cccs3)C2=O)CC1 (centres undefined)	-6	/	-16
45	CCC(C)NC(=O)c1cc(-c2ccc(OC)c(OC)c2)nc2ccccc12 (centres undefined)	-6	3	-6
46	Cc1nonc1C(=O)N1CCC(=O)N(Cc2ccc(F)cc2)C(C(C)C)C1 (centres undefined)	/	4	-8
47	COc1cccc2c1OCC(C(=O)N1Cc3cnn(CCO)c3C1)C2 (centres undefined)	/	8	-4
48	CN(CCc1cn[nH]c1)CC(=O)Nc1nc2ccccc2[nH]1	/	0	-8
49	COCCNS(=O)(=O)c1ccc(OC)c(N2CCN(C(=O)c3ccc(F)cc3C(F)(F)F)CC2)c1	-6	5	-3
50	COc1ccc(C(=O)NN=Cc2cc(Br)ccc2O)cc1OC	/	4	-4
51	CCN(c1ccncc1)S(=O)(=O)c1ccc(S(C)(=O)=O)cc1	/	0	-6
52	CC1(C)CC(C)(C)c2nc3ccccc3nc21	/	7	-3
53	CCn1cc(NC(=O)N(C)CCC#N)c2ccccc21	-11	0	-8
54	CSc1ncc(CNCc2ccncc2)c(N2CCOCC2)n1	-4	18	-2
55	Cc1cc(C(=O)CSc2nnc(C3CCCCC3)o2)c(C)n1C(C)C	/	-1	-8
56	CC(C(=O)NC1(c2cccc(F)c2)CCOCC1)n1cccn1 (centres undefined)	-18	8&-2	-5&-7
57	Cc1cc(-c2n[nH]c(=S)o2)c(C)n1-c1ccccc1	/	0&-9	-2&6
58	CC1=C(C(N)=O)C(c2ccc(C)o2)C(C(N)=O)=C(C)N1	/	0	-7
59	NC(=O)NCC(=O)N1CCCC(CCc2ccccc2C(F)(F)F)C1 (centres undefined)	-12	9	-6
60	Cc1cc(C)n(-c2cccc(-c3nccn3CCCn3ccnc3)c2)n1	-7	17	-1

Going on with the list.
cpd	SMILES	mcGAS lum	NPYLR7 ag	hcGAS inh
61	Cc1cc2c(cc1CNC1CC(=O)N(Cc3cccc(F)c3)C1)OCO2 (centres undefined)	-10	3	-6
62	O=C(CSc1nc(=O)n2cc(Cl)ccc2n1)Nc1ccccc1F	/	3	-10
63	CCNC(=O)O[C@H]1C(=O)N(C)C2(CCN(C(=O)c3ccc(Cl)cc3)CC2)[C@@H]1C(=O)NC	-5	24	2
64	CC(Cc1ccco1)NC(=O)NC1CCSc2ccccc21 (centres undefined)	/	2	0
65	COC(=O)[C@@H]1Cc2ncn(C(C)C)c2CN1Cc1cccnc1	-6	-11	-4
66	COc1ccc(-c2cc(-c3ccc(OC)cc3)c(C#N)c(SCC(=O)O)n2)cc1	-5	13	-8
67	O=C(NN=C1C(=O)c2cccc3cccc1c23)NC1CCCCC1	-6	15	2
68	CC1(C(=O)Nc2cccc3cccnc23)CCN1Cc1cccc2c1OCO2 (centres undefined)	/	10	-9
69	CCC(C(=O)N1CCN(c2nc(C)nc(C)c2Cc2ccccc2F)CC1)c1ccccc1 (centres undefined)	-9	1	-8
70	CCSc1nc(CC(=O)Nc2cnc3n2CCCC3)cs1	-12	/	-9
71	CCCN(C(=O)c1cc(=O)c2cc(C)ccc2o1)C(C)C(=O)Nc1cccc(Cl)c1 (centres undefined)	/	-4	-8
72	CC1=C(C(=O)OCc2ccccc2)C2(C(=O)Nc3ccccc32)C(C(=O)OCc2ccccc2)C(=N)O1 (centres undefined)	-1	-20	-4
73	Cc1cc(C(=O)NC2CCCN(CCCc3ccccc3)C2)c(C)o1 (centres undefined)	/	3	-9
74	COc1ccc(S(=O)(=O)N2CCN(c3nc(-c4ccc(Cl)cc4)nc(C)c3Cc3ccccc3)CC2)cc1	-7	-3	-10
75	OC(Cc1ccccc1)CN(CCc1nc(-c2cccc(C(F)(F)F)c2)no1)Cc1ccco1 (centres undefined)	-7	4	-11
76	COc1ccc(-c2ccc(OCCNS(=O)(=O)c3ccc(C)cc3C)nn2)cc1	0	-13	-2
77	CC(=O)c1cccc(NC(=O)c2cc3ccccc3oc2=O)c1	-7	-4&-1	-3&-5
78	COc1cccc(C2CC(c3ccc(C)cc3C)=NN2C(=O)CN2CCc3ccccc3C2)c1 (centres undefined)	-6	19	-8
79	Cc1cc(C(=O)Cn2cnc3sc4c(c3c2=O)CCC4)c(C)n1C1CC1	-5	1	-5
80	CC(C)N(Cc1cc(NC(=O)c2cccc(F)c2)ccc1N(C)C)C(=O)CC(C)(C)C	-10	24	-2

Looked up above.
compound 62 in hcGAS inh: -10
compound 76 in NPYLR7 ag: -13
compound 61 in mcGAS lum: -10

Following part
cpd	SMILES	mcGAS lum	NPYLR7 ag	hcGAS inh
81	CS(=O)(=O)n1c(SCc2cccc(Br)c2)nc2ccccc21	/	3	-2
82	COc1ccc(N2C(=O)C3N=NN(Cc4cc(C)ccc4C)C3C2=O)cc1Cl (centres undefined)	3	0	4
83	O=c1cc(-c2ccccc2)[nH]n1-c1cccc(Cl)c1	-7	-14	-3
84	CCCCNC(=O)CN1CN(c2ccccc2)C2(CCN(S(=O)(=O)/C=C/c3ccccc3)CC2)C1=O	-4	14	-1
85	CC=CCn1c(=O)c2c(nc3n(CC(=O)OCC)c(C)c(C)n23)n(C)c1=O	-9	1	-6
86	Cc1cccc(N2CCCn3c2nc2c3c(=O)n(CC(=O)OCc3ccccc3)c(=O)n2C)c1C	/	1	-8
87	Cc1nn(-c2cccc(Cl)c2)c(C)c1C(=O)NCc1ccccn1	-3	-2	-7
88	O=C(/C=C/c1ccccc1)N1CCN(C(C(=O)N2CCOCC2)C2CCCC2)CC1 (centres undefined)	/	-5	-1
89	COc1ccccc1C(=O)N1CCC(n2nccc2NC(=O)c2ccccc2C)CC1	-3	0	-9
90	CSc1nnc(C)c(=O)n1COC(=O)COc1ccc(Cl)cc1Cl	-2	-3	-2
91	CC(=O)N1CCN(C(c2ccccc2)c2ccc(F)cc2)CC1 (centres undefined)	-6	23	-9
92	O=C(CSCc1nnnn1C1CC1)N1CCCC1c1cccs1 (centres undefined)	/	2	-15
93	CCN1C(=O)NC(c2ccc(Cl)cc2Cl)C2=C1CN(CCC(=O)NCCc1cccs1)C2=O (centres undefined)	-4	/	-5
94	Cc1cc(NC(=O)CSc2ncn(-c3ccccc3)n2)no1	/	6	-9
95	COc1ccccc1CNC(=O)c1nnn(Cc2ccccc2)c1N	-7	-3	-7
96	CC(=O)N1CCN(c2cc(Cl)nc(SCC(=O)NCc3ccccn3)n2)CC1C (centres undefined)	-4	1	-14
97	CCCS(=O)(=O)N(C)C(=O)CCc1cccc(Cl)c1	/	2	-9
98	Cc1cc(C)nc(NS(=O)(=O)c2ccc(NC(=O)C34CC5CC(CC(C5)C3)C4)cc2)n1	-7	5	1
99	COc1cc(CSc2ncnc3c2nnn3C)cc(OC)c1	/	1	-6
100	Cc1ccc(Nc2ccc(N3CCN(C(=O)CC(C)C)CC3)nn2)cc1	0	5	0

Full records, quoted from the list:
Cc1ccc(Nc2ccc(N3CCN(C(=O)CC(C)C)CC3)nn2)cc1 is entered as mcGAS lum = 0; NPYLR7 ag = 5; hcGAS inh = 0
Cc1cccc(N2CCCn3c2nc2c3c(=O)n(CC(=O)OCc3ccccc3)c(=O)n2C)c1C is entered as mcGAS lum = /; NPYLR7 ag = 1; hcGAS inh = -8

Next part
cpd	SMILES	mcGAS lum	NPYLR7 ag	hcGAS inh
101	CCCCOC(=O)c1cc(-c2ccc(/C=C3\NC(=S)NC3=O)o2)ccc1Cl	-2	3	0
102	O=C(Cn1nc2c(c1NC(=O)COc1ccccc1F)CSC2)NCC1CCCO1 (centres undefined)	0	-5	4
103	Cc1cc(C)cc(NC(=O)CSc2nc(=O)n(CCCN3CCOCC3)c3c2CCC3)c1	-8	-2	-6
104	O=C(Cn1nc2c(c1NC(=O)C1CC1)CSC2)NCCc1ccccc1	-3	-3	0
105	NS(=O)(=O)CCN1CCN(c2cc(F)ccc2F)CC1	/	2	-7
106	COc1ccc(Cl)c2sc(N(Cc3cccnc3)C(=O)c3cc(C)no3)nc12	-10	-2	-4
107	CCn1cccc(-c2nnc(SCC(=O)Nc3ccc(C)cc3C)n2C)c1=O	/	-1	-2
108	Cc1cnn(-c2ccc(NC(=O)c3cc(C#N)c[nH]3)cc2F)c1	/	0	2
109	CC(C)(C)c1cc(-c2n[nH]c(=S)n2-c2cccc3ncccc23)n[nH]1	/	-11	-4
110	COc1ccc(NC(=O)CCc2c(C)nc(SCC(N)=O)nc2C)c(OC)c1	/	-18	-1
111	Cn1ncc(C(=O)N(Cc2ccco2)Cc2nc3cc(Cl)ccc3o2)c1Cl	-4	8	-3
112	COc1ccccc1NC(=O)N(Cc1ccsc1)C1CC1	/	-2	-6

2 entries picked at random from those above:
cpd	SMILES	mcGAS lum	NPYLR7 ag	hcGAS inh
110	COc1ccc(NC(=O)CCc2c(C)nc(SCC(N)=O)nc2C)c(OC)c1	/	-18	-1
101	CCCCOC(=O)c1cc(-c2ccc(/C=C3\NC(=S)NC3=O)o2)ccc1Cl	-2	3	0
